Source: PubChem BioAssay
IEC-6 cytotox: kills IEC-6 intestinal cells in KLF5 counter-screen | IEC-6 cytotoxicity, luminescence viability | inhibition, % at 5 µM | 290,000 tested, 0.78% active | AID 1825; in the data active = inhibition above about 22%;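 note: 0% = plate median of test compound wells and 100% = cytotoxic reference compound wells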
SKKanGAS inh: blocks kanamycin growth of S. pyogenes SKKanGAS strain | BacTiter-Glo, 6 h | 300,000 tested, 1.3% active | inhibition, % at 7.5 µM;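 active = mean replicate score, as percent of positive control median, at least 50; inconclusive = mean below 50 but one replicate at or above 50; inactive = mean and every replicate below 50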;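 note: strain carries kanamycin resistance gene driven by streptokinase promoter and grows in 40 µg/ml kanamycin; loss of luminescence reflects streptokinase promoter inhibition or plain growth inhibition; 0% = median of DMSO wells and 100% = positive control at its reference dose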
HIF activator: HIF pathway transcriptional activation | activation, % at 7.5 µM (by protocol) | U2OS HRE-luciferase reporter, luminescence; normalized: DMSO 0%, desferrioxamine 100% | 300,000 tested, 0.32% active;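 active = mean activation of at least 10% of the iron chelator positive control signal, with at least half of replicates also reaching 10%; inconclusive = mean and replicate majority disagree about reaching 10%; inactive = mean and most replicates under 10%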
aSyn UTR inh: 5' untranslated region of α-synuclein, MLPCN primary screen | alpha-synuclein 5'UTR reporter, inhibitor activity | inhibition, % (tested at 7.5 µM) | 300,000 tested, 0.82% active | AID 1813; in the data active = inhibition above about 60%; inconclusive = no clear call, values can overlap the other calls;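 note: H4 neuroglioblastoma cells stably carrying SNCA 5'UTR luciferase fusion; 0% = DMSO wells and 100% = positive control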
Platelet DG rel: modulates dense granule release in human platelets; human platelet-rich plasma, SFLLRN dense granule ATP release, luminescence; inhibition, %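 (compounds screened at 7.5 µM in platelet-rich plasma)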; 300,000 tested, 0.22% active; AID 1663;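 active = mean replicate score, as percent of positive control, at or above 50; inconclusive = mean below 50 but at least one replicate at or above 50; inactive = mean and every replicate below 50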
KLF5 inhibitor: suppresses KLF5 promoter-driven expression | DLD-1 KLF5 promoter-luciferase reporter, luminescence | inhibition, % at 5 µM | 290,000 tested, 0.23% active | AID 1700;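 active = inhibition above a per-plate limit of that plate's mean compound inhibition plus 3 SD, cut at about 60% in these data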;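 note: 0% = DMSO wells and 100% = LY294002 at 200 µM; higher means less KLF5 promoter-driven luciferase light; inactives centre near -14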
HSF-1 act: increases HSF-1 driven luciferase reporter signal | activation, % at 9 µM | 300,000 tested, 1.7% active | NIH3T3-HGL HSF-1 luciferase reporter, MG132, 8 h; 100% = twice DMSO control signal;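 active = mean replicate activation of at least 50% with a set share of replicates each reaching 50%; inconclusive = only one of those two conditions met; inactive = mean below 50% and too few replicates reaching it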;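 note: 0% = median of the neutral control wells and 100% = twice that signal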
HSF1 inh: HSF1 inhibition; NIH3T3-HGL HSE-luciferase, MG132-induced, luminescence 8 h; hits give low values; AID 2098; activity change, negative = inhibition, % at 7.5 µM (by protocol); 300,000 tested, 0.77% active;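 active = more than half of replicate wells show activity change below -50%, luminescence cut by over half; inconclusive = some wells, but at most half, below -50%; inactive = no replicate well below -50%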;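 note: luciferase reports HSF-1 transcriptional activity via heat shock element; 0% = median of DMSO wells and -100% = zero luminescence signal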
AI-2 QS modul: modulates the Vibrio harveyi AI-2 quorum sensing system. Vibrio harveyi JMH597 AI-2 luminescence/OD600 ratio, 9 h; hits give low values; strain lacks LuxN and CqsS sensors; 0 = neutral-control median. activity change, % at 7.5 µM. 300,000 tested, 0.4% active. AID 2094; in the data active = activity change below about -75%, passing the limit was not always enough; inconclusive = no clear call, values can overlap the other calls;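 note: luminescence divided by OD600 gain over 9 h not by final OD600 alone; inactives centre near 13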
HSP90 refold inh: inhibitors of HSP90 luciferase refolding in rabbit reticulocyte lysate; luciferase refolding luminescence, 3 h; inhibition, % at 5.6 µM; 290,000 tested, 0.91% active; AID 1789;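 active = inhibition above the screen-wide mean plus 3 SD, computed separately per campaign, cut at about 16% in these data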;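 note: 0% = DMSO wells and 100% = 60 µM geldanamycin wells; inhibitors lower the luminescence because luciferase stays unfolded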
An asterisk follows results filed as active; ? = inconclusive; . = no result given.

SMILES	IEC-6 cytotox	SKKanGAS inh	HIF activator	aSyn UTR inh	Platelet DG rel	KLF5 inhibitor	HSF-1 act	HSF1 inh	AI-2 QS modul	HSP90 refold inh
CC(C)CC(C(=O)OCC(=O)Nc1cccc(Cl)c1)N1C(=O)C2CC=CCC2C1=O (configuration not stated)	4	-10	-0.7	-2	-8	-13	36	9	13	0
COc1ccc(CCN2CC(O)=C(c3nc(C)cs3)C2=N)cc1OC	6	9	-0.1	6	-5	0	-6	-4	24	-4
O=C(Nc1nnc(SCc2c(Cl)cccc2Cl)s1)c1ccc2ncsc2c1	-6	-9	0.0	-27	-2	-15	-11	-5	18	3
CC(C)C(=O)NC(=S)Nc1ccccc1F	4	-3	-7.8	6	2	-17	6	4	0	1
Cc1nn(C)cc1S(=O)(=O)Nc1ccc2c(c1)OCCO2	7	5	-0.8	-38	3	-8	-69	-63*	17	4
Cc1ccc(CNC(=O)C(=O)NCC2OCCN2C(=O)c2cccs2)cc1 (configuration not stated)	2	3	0.0	-10	-33	17	5	-6	17	1
CCO[C@@H]1OC(C(=O)Nc2ccccc2)=C[C@H](C2CC2)[C@H]1CCCO	6	-3	-0.1	3	-1	2	-4	-9	13	7
N#C/C(=C\Nc1ccccc1O)c1nc2ccccc2o1	2	9	1.3	-112	-11	20	-44	?	1	0
CN(CC(=O)Nc1cccc(Cl)c1)S(=O)(=O)c1ccc2c(c1)n(C)c(=O)c(=O)n2C	-1	-6	0.2	-8	-14	-4	8	5	-5	-4
Cc1c(NC(=O)c2ccc3c(c2)OCO3)c(=O)n(-c2ccccc2)n1C	-7	3	0.0	6	-5	-29	12	-8	9	1
CCOC(=O)c1ccc(CN(Cc2ccc(C)cc2)S(=O)(=O)c2cccc([N+](=O)[O-])c2)cc1	0	-3	0.1	-12	-3	-6	11	6	17	-2
COc1ccc(C#Cc2c(-c3ccsc3)oc3ccc(N4CCOCC4)cc23)cc1	.	-2	-0.1	-60	-6	.	-10	-12	-5	.
CCc1ccccc1NC(=O)NC1CC2CCC(C1)N2Cc1cccs1 (configuration not stated)	-1	8	0.1	18	2	15	10	-2	-22	-1
CC1(C)Cc2c(c(N3CCOCC3)nc3sc(C(=O)Nc4cccc(Cl)c4)c(N)c23)CO1	0	-2	0.6	-9	8	14	2	10	15	4
CC1=NN(C(N)=S)C(=O)C1N=Nc1ccccc1O (configuration not stated)	7	0	-19	18	-4	-13	15	-1	-9	1
O=C(CN1CCCCCC1)Nc1cc(C(F)(F)F)ccc1Cl	0	10	-0.3	-7	13	-34	16	5	-5	1
O=C(CSc1nc(C2CC2)nc2ccccc12)N1c2ccccc2Sc2ccc(C(F)(F)F)cc21	-2	13	-0.7	-25	2	6	-12	-2	-6	-2
CC(CC(=O)N(C)C1CCCCC1)S(=O)(=O)c1ccc2c(c1)NC(=O)CO2 (configuration not stated)	9	-3	0.6	12	11	-2	-15	-4	.	4
O=C(Nc1ccc(NC(=O)c2cccs2)cc1)c1cccnc1	-6	-19	1.2	-32	2	-21	-2	2	-7	-4
COc1ccc2cc(C(N)=O)c(=Nc3ccc(C)cc3)oc2c1	0	22	8.7	-62	13	-34	0	-3	7	-1
CCCCn1c(CCC(=O)O)nc2cc(S(=O)(=O)N(CC)CC)ccc21	-3	7	-0.5	1	7	-7	0	-1	27	0
COc1ccc(Cc2nnc(NC(=O)c3ccco3)s2)cc1OC	-5	4	-0.8	3	1	-2	-5	-4	20	-2
CC(C)(C)c1ccc(N2C(=O)Cc3c2nc(N)c(C#N)c3N)cc1	-2	12	0.3	-109	0	-50	8	-4	37	0
Cc1cccc(NC(=O)C2CCCN(C(=O)Nc3ccc(F)cc3)C2)c1C (configuration not stated)	-1	3	0.4	15	-9	-25	14	10	15	-3
COc1cc(/C=N/N=C(\N)c2nonc2N)cc(OC)c1OC	-5	-7	-0.1	-19	3	-20	1	-3	20	-1

Entries shown so far containing fluorine:
SMILES	IEC-6 cytotox	SKKanGAS inh	HIF activator	aSyn UTR inh	Platelet DG rel	KLF5 inhibitor	HSF-1 act	HSF1 inh	AI-2 QS modul	HSP90 refold inh
CC(C)C(=O)NC(=S)Nc1ccccc1F	4	-3	-7.8	6	2	-17	6	4	0	1
O=C(CN1CCCCCC1)Nc1cc(C(F)(F)F)ccc1Cl	0	10	-0.3	-7	13	-34	16	5	-5	1
O=C(CSc1nc(C2CC2)nc2ccccc12)N1c2ccccc2Sc2ccc(C(F)(F)F)cc21	-2	13	-0.7	-25	2	6	-12	-2	-6	-2
Cc1cccc(NC(=O)C2CCCN(C(=O)Nc3ccc(F)cc3)C2)c1C (configuration not stated)	-1	3	0.4	15	-9	-25	14	10	15	-3

Pulled one by one from the entries so far, 5 records:
SMILES	IEC-6 cytotox	SKKanGAS inh	HIF activator	aSyn UTR inh	Platelet DG rel	KLF5 inhibitor	HSF-1 act	HSF1 inh	AI-2 QS modul	HSP90 refold inh
CC(CC(=O)N(C)C1CCCCC1)S(=O)(=O)c1ccc2c(c1)NC(=O)CO2 (configuration not stated)	9	-3	0.6	12	11	-2	-15	-4	.	4
CCOC(=O)c1ccc(CN(Cc2ccc(C)cc2)S(=O)(=O)c2cccc([N+](=O)[O-])c2)cc1	0	-3	0.1	-12	-3	-6	11	6	17	-2
CC(C)CC(C(=O)OCC(=O)Nc1cccc(Cl)c1)N1C(=O)C2CC=CCC2C1=O (configuration not stated)	4	-10	-0.7	-2	-8	-13	36	9	13	0
CC1(C)Cc2c(c(N3CCOCC3)nc3sc(C(=O)Nc4cccc(Cl)c4)c(N)c23)CO1	0	-2	0.6	-9	8	14	2	10	15	4
O=C(Nc1ccc(NC(=O)c2cccs2)cc1)c1cccnc1	-6	-19	1.2	-32	2	-21	-2	2	-7	-4

(cont.)
SMILES	IEC-6 cytotox	SKKanGAS inh	HIF activator	aSyn UTR inh	Platelet DG rel	KLF5 inhibitor	HSF-1 act	HSF1 inh	AI-2 QS modul	HSP90 refold inh
O=C(c1cccs1)N1CCN(C(=O)C2CCCO2)CC1 (configuration not stated)	1	-4	0.1	3	-5	-23	9	-3	20	11
Cc1cc(SC2CCOC2=O)nc2ccccc12 (configuration not stated)	-2	-11	-1.6	-8	-2	13	9	3	7	-6
CCOC(=O)c1c(NC(=O)CSc2nnc(CNc3ccc(OC)cc3)n2C)sc(C)c1C	-3	13	1.1	11	2	-22	-6	-3	20	5
COCCNC(=O)C(=O)Nc1cccc(Br)c1	-3	1	.	-41	-4	-20	-9	-3	16	-1
COc1ccc(NC(=O)CCCC2=NS(=O)(=O)c3ccccc3N2)cc1	9	-6	-0.3	9	-1	9	6	-1	16	7
Cn1c(NC(=O)c2ccco2)c(-c2ccc(Cl)cc2)c(=O)c2ccccc21	-5	-4	0.5	-8	-3	-18	-13	-2	17	-2
CCCN1CCN(CCNC(=O)Nc2cc(C)ccc2C)CC1	4	0	1.5	-4	-5	-15	-5	-6	-10	1
Cc1c(CCO)c(=O)[nH]n1S(=O)(=O)c1ccccc1	-2	-1	-0.2	-9	1	5	-6	-6	15	2
CCOc1ccccc1NC(=O)c1ccccc1-c1ccccc1	6	17	-0.4	-4	-2	-13	0	1	-1	-2
COc1cc(C(=O)NCCC(=O)NC2CCCCC2)cc(OC)c1OC	-6	-4	0.1	8	0	-36	17	3	25	-5
CCOC(=O)c1ccccc1NC(=S)N1CCC(N2CCCCC2)CC1	-2	1	0.3	11	-11	-16	-14	-1	2	4
COc1ccc(C2=Nn3c(nnc3-c3ccccc3OC)SC2)cc1OC	92*	3	0.4	107*	11	55	-17	-16	23	3
COc1ccc(NC(=O)CN(C)C(=O)c2cc(-c3ccccc3)nc3ccccc23)cc1	.	-7	-0.4	-3	-5	.	-17	-6	17	.
O=C(O)CN1CCN(Cc2ccc(Cl)cc2)C1=O	5	1	-0.6	-23	3	-1	6	-4	8	6
CN(C)C(/C=C/Nc1ccc(F)cc1)=C(C#N)C#N	-1	-1	0.2	-63	1	-3	-2	-1	29	-1
COc1ccc(CC(=O)NNc2ncnc3c2cnn3C)cc1	-1	1	-1.2	4	-16	-16	-23	1	5	0
C/C(=N\Nc1ccc(C(F)(F)F)cc1[N+](=O)[O-])C1CC1	-1	-5	0.8	3	-8	28	16	13	24	-4
CCCN(CCC)S(=O)(=O)c1ccc(C(=O)N2CC3CCC(CC3)C2)cc1	4	5	-0.5	-10	-4	-22	3	-8	17	-1
Nc1ccc(Nc2nc(-c3ccncc3)cs2)cc1	4	6	.	-135	8	-159	18	0	26	-4
COc1cc(CNCc2ccc(OC)c3ccccc23)cc(OC)c1OC	5	-2	-1.7	1	-5	-18	23	17	15	6
COc1ccc(S(=O)(=O)NC2CCCC2)c(OC)c1	3	1	0.2	-8	13	-26	-2	-3	3	2
OCCSc1nc2ccccc2n1CCOc1ccccc1	4	-1	0.6	8	-28	-33	8	5	16	0
O=C(Nc1ncc([N+](=O)[O-])s1)c1ccc2c(c1)OCO2	12	17	-1.3	103*	80*	76*	-26	-32	44	76*
COc1ccccc1CN(C)C(=O)c1sccc1-c1ccccc1	8	13	-0.7	26	-3	-28	7	-1	1	0
COc1ccc(N2CCN(C(=O)CSc3nnc(C)c(=O)[nH]3)CC2)cc1	-1	2	.	13	-1	-6	12	-8	10	-1

Additional results follow:
SMILES	IEC-6 cytotox	SKKanGAS inh	HIF activator	aSyn UTR inh	Platelet DG rel	KLF5 inhibitor	HSF-1 act	HSF1 inh	AI-2 QS modul	HSP90 refold inh
C/C(=N\NC(=O)c1ccc(Cl)cc1)c1ccc2[nH]ccc2c1	-6	-1	0.4	-23	-3	-20	11	-1	0	-3
Cc1cccc(NC(=O)C2CCCN(S(=O)(=O)c3c(C)nn(C)c3C)C2)n1 (configuration not stated)	3	2	0.0	3	-1	-11	32	11	28	-2
CC(=O)c1sc(NC(=O)C2CC(=O)N(Cc3ccco3)C2)nc1-c1ccccc1 (configuration not stated)	.	-2	-32	-3	5	.	9	-2	4	.
O=CC1=C(c2ccccc2)Oc2ccccc2O1	-1	8	-0.5	-62	1	12	23	15	30	2
COc1ccc(/C=N/NC(=O)c2sc(C)nc2C)cc1	8	1	0.1	3	3	-18	26	-3	12	1
CC(=O)c1sccc1NC(=O)CC(C)(C)CC(=O)O	-8	-1	0.4	-3	0	-20	10	2	6	3
O=C(c1ccc2snnc2c1)N1CCCC1	2	0	-0.3	14	10	-32	-4	4	16	-2
CCC(Sc1nc(C)cc(C)n1)C(=O)O (configuration not stated)	0	15	0.2	-6	0	-28	1	-1	3	0
COC(=O)CNC(=O)COC(=O)c1cc(SC)ccc1Cl	0	0	-0.4	0	-31	-12	-4	1	8	-2
Cc1cc(C)c2cc(C)c3nnc(SCC(=O)NCc4ccc5c(c4)OCO5)n3c2c1	-3	1	-0.1	30	1	11	-13	-3	35	-2
O=C(NN=C1CCCC1)c1ccccc1OCc1ccc(Cl)cc1	-5	5	0.5	-5	6	-26	31	15	31	9
